Assay outcomes from PubChem BioAssay.
Runt-CBFb FRET = Runt domain-CBFb interaction inhibition; inhibition, % at 20 µM; AID 1496; 0.46% of 220,000 active; Q01196+Q13951; Cerulean-Runt/Venus-CBFb FRET ratio 530/480, 1 h;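 active = inhibition over about 50% at 20 µM in the single-dose screen, limit read from the data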;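 also: 0% = DMSO wells and 100% = excess unlabeled CBFb competitor control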
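System: Cerulean-labeled Runt domain protein | Quantity: 100 nM of each labeled protein | Schedule: 1 h compound exposure, room temperature | Detection: Fluorescence energy transfer, 422 nm excitation, 530/480 nm emission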
Tb hexokinase = blocks Trypanosoma brucei hexokinase 1 activity | AID 1430 | recombinant TbHK1, G6PDH-coupled NADH A340 | inhibition, % at 10 µM | 0.11% of 220,000 active;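 active = inhibition of 50% or more in the single-dose primary screen; inactive = inhibition below 50%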
Runt-SMMHC FRET = Runt domain-CBFb-SMMHC interaction inhibition | inhibition, % at 20 µM | AID 1434 | Q01196+Q13951 | Cerulean-Runt/Venus-CBFb-SMMHC FRET ratio 530/480, 1 h | 0.74% of 220,000 active;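 active = mean inhibition across duplicate retests at 20 µM reaching about 50%, limit read from the data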;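 also: 0% = DMSO wells and 100% = wells with excess untagged CBFb-SMMHC; inhibitors lower the FRET ratio by blocking Runt binding to CBFb-SMMHC; some results filed as inactive read as strong as hits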
Mdm2 ligase inh = Mdm2 E3 ligase (human) inhibition | 0.11% of 210,000 active | Q00987 | cell-based MDM2 ubiquitination luciferase reporter, 2 h; 0 = plate control, 100 = twice control, blank-subtracted | signal enhancement, % at 5 µM;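 active = signal enhancement of 30% or more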;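 also: luminescence tracks abundance of the self-degrading MDM2-luciferase fusion protein; higher signal means inhibition of MDM2 E3 ligase activity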
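Assay system: stable mammalian line carrying autodegrading MDM2–luciferase fusion reporter; amount: 2000 cells seeded into each well; buffer or medium: DMEM; benchmarks: plate control and blank wells; signal: luciferase luminescence; timing: 2 h compound exposure at 37 °C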
EBV gp42 block = inhibitors of Epstein-Barr virus glycoprotein 42; Q1HVG2; AID 1085; 0.42% of 220,000 active; Fluorescence polarization binding assay, mP read-out; inhibition, % (tested at 21.74 µM); in the data active = inhibition above about 50%
Target sequence (Q1HVG2 whole entry, looked up): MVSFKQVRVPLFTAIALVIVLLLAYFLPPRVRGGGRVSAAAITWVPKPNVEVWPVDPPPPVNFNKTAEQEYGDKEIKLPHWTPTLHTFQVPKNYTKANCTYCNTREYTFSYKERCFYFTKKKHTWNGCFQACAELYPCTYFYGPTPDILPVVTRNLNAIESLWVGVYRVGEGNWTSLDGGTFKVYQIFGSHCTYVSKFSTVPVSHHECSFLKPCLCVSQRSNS
Hck-Nef inh = blocks Nef-activated human Hck kinase; P08631; Recombinant Hck-YEEI plus Nef, Z-Lyte FRET kinase assay; inhibition, % at 20 µM; 0.68% of 220,000 active;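 active = Hck-Nef kinase inhibition above about 50%, limit read from the data; inactive = inhibition below that limit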;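 also: 0% = DMSO with Hck plus Nef and 100% = Hck alone without Nef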
14-3-3 Bad PPI = disrupts binding of bovine 14-3-3 zeta to phospho-Bad peptide | P63103 | AID 781 | inhibition, % at 21.7 µM | 0.71% of 220,000 active | TR-FRET 14-3-3zeta/Dy647-pBad peptide displacement, 1 h;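 active = inhibition above about 70%, limit read from the data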;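 also: 0% = full 14-3-3 plus peptide FRET controls and 100% = background without 14-3-3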
Target sequence (P63103 whole entry, looked up): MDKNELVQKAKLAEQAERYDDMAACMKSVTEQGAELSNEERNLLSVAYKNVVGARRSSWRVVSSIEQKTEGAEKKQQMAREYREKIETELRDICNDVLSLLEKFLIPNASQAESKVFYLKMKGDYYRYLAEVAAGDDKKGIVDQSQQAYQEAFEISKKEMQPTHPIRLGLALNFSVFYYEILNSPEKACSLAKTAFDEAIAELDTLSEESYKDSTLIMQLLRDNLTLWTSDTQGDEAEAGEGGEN
NCF1 inh = blocks human p47phox regulatory protein of NADPH oxidases. P14598. p47phox/p22phox peptide binding, fluorescence polarization, 2 h. inhibition, % at 24.7 µM. 0.53% of 220,000 active. AID 1274;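 active = inhibition above about 30%, limit read from the data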;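 also: 0% = p47phox with labelled peptide and 100% = labelled peptide alone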
Target sequence (P14598 whole entry, looked up): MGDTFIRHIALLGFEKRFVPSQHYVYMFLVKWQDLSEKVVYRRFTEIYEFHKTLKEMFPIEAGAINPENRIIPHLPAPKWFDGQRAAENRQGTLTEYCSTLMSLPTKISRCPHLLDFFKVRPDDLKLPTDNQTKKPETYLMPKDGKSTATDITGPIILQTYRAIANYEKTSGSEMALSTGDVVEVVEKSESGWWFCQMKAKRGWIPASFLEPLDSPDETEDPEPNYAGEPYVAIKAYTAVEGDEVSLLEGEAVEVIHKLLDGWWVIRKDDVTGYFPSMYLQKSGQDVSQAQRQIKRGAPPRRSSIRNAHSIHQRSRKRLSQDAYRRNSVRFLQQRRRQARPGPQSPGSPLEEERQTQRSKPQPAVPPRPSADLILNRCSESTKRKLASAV
L929 necroptosis = L929 zVAD cell death inhibition; L929 zVAD necroptosis rescue, ATP luminescence, 24 h; with zVAD 60 µM; viability rescue, % at 10 µM; 0.38% of 220,000 active;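 active = activation, scaled between plate controls, above about 75%, limit read from the data; inactive = activation under that limit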;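 also: 0% = zVAD with DMSO and 100% = DMSO alone without zVAD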
Active calls of the source: *; [ ] = remark or other dose. Hits appear at their usual frequency; any-hit rate near 3.2%.

COC(=O)C(NS(=O)(=O)c1ccc(NC(C)=O)cc1)C(C)C (configuration not stated) was read as Runt-CBFb FRET -1.5, Tb hexokinase 1.5, Runt-SMMHC FRET 2.2, Mdm2 ligase inh -14.6, EBV gp42 block -30.4, Hck-Nef inh 2.3, 14-3-3 Bad PPI -5.7, NCF1 inh -15.4 and L929 necroptosis -0.1.
CC(NC(=O)CCCN1C(=O)c2ccccc2C1=O)c1ccc2c(c1)CCCC2 (configuration not stated) was read as Runt-CBFb FRET -1.5, Tb hexokinase 1.0, Runt-SMMHC FRET -0.1, Mdm2 ligase inh -6.7, EBV gp42 block -17.3, Hck-Nef inh 3.0, 14-3-3 Bad PPI -1.7, NCF1 inh -6.7 and L929 necroptosis 1.8.
`O=C(CSc1ccccc1)N1CCC(N2CCC(C(=O)N3CCCC3)CC2)CC1` gave Runt-CBFb FRET -0.3, Tb hexokinase -3.5, Runt-SMMHC FRET -1.1, Mdm2 ligase inh -18.9, EBV gp42 block -5.6, Hck-Nef inh 0.5, 14-3-3 Bad PPI 0.6, NCF1 inh -3.5 and L929 necroptosis -0.3.
`O=C(NCc1ccc2c(c1)OCO2)C1CC(=O)N(c2ccc(O)cc2)C1` (configuration not stated) gave Runt-CBFb FRET 0.4, Tb hexokinase 6.5, Runt-SMMHC FRET -1.1, Mdm2 ligase inh -9.4, EBV gp42 block -17.3, Hck-Nef inh 9.1, 14-3-3 Bad PPI -3.1, NCF1 inh -7.4 and L929 necroptosis 0.3.
Screening C/C(=N\Nc1nc(N2CCOCC2)nc(N2CCOCC2)n1)c1cccc([N+](=O)[O-])c1 returned Runt-CBFb FRET 1.6, Tb hexokinase -8.4, Runt-SMMHC FRET -5.6, Mdm2 ligase inh -75.8, EBV gp42 block -9.2, Hck-Nef inh -5.0, 14-3-3 Bad PPI 19.4, NCF1 inh 5.5 and L929 necroptosis 7.7.
Screening COc1ccc(N=C2SC(CC(=O)Nc3ccccc3)C(=O)N2CCc2ccccn2)cc1 (configuration not stated) returned Runt-CBFb FRET -4.3, Tb hexokinase -6.9, Runt-SMMHC FRET 0.2, Mdm2 ligase inh 0.8, EBV gp42 block 12.8, Hck-Nef inh 4.6, 14-3-3 Bad PPI -4.3, NCF1 inh -15.3 and L929 necroptosis 0.3.
`Cc1cccn2c(=O)c3cc(C#N)c(=NC(=O)c4ccco4)n(Cc4ccco4)c3nc12` gave Runt-CBFb FRET 9.6, Tb hexokinase -13.7, Runt-SMMHC FRET 88.1*, Mdm2 ligase inh -10.5, EBV gp42 block -3.6, Hck-Nef inh 22.5, 14-3-3 Bad PPI -5.2, NCF1 inh -20.3 and L929 necroptosis -0.2.
For NC(=O)Nc1ccccc1C(=O)NCCc1ccccc1 the results were Runt-CBFb FRET -1.0, Tb hexokinase 3.0, Runt-SMMHC FRET 2.1, Mdm2 ligase inh -5.7, EBV gp42 block -7.1, Hck-Nef inh 1.6, 14-3-3 Bad PPI -1.2[fluorescence artefact?], NCF1 inh -6.1 and L929 necroptosis -0.1.
CC(=O)Nc1c(C(=O)O)oc2ccccc12 was read as Runt-CBFb FRET -1.8, Tb hexokinase 7.4, Runt-SMMHC FRET -0.3, Mdm2 ligase inh -12.1, EBV gp42 block -14.1, Hck-Nef inh 0.9, 14-3-3 Bad PPI -5.3, NCF1 inh -6.5 and L929 necroptosis 0.2.
`O=C1NN(c2ccccc2)C(=O)/C1=C/c1ccc(-c2ccc(Cl)c(C(=O)O)c2)o1` gave Runt-CBFb FRET 6.9, Tb hexokinase 0.5, Runt-SMMHC FRET 8.2, Mdm2 ligase inh -8.2, EBV gp42 block -1.8, Hck-Nef inh 32.7, 14-3-3 Bad PPI 8.6, NCF1 inh -12.7 and L929 necroptosis 1.1.
Screening O=C(CS(=O)CC(=O)Nc1cccc2c1CCCC2)Nc1ccc(F)cc1 (configuration not stated) returned Runt-CBFb FRET 1.1, Tb hexokinase -2.4, Runt-SMMHC FRET 1.5, Mdm2 ligase inh -12.0, EBV gp42 block -18.2, Hck-Nef inh -0.8, 14-3-3 Bad PPI 23.5, NCF1 inh -6.2 and L929 necroptosis 0.3.
For Cc1ccccc1NC(=O)CN(C)S(=O)(=O)c1cccc2cccnc12 the results were Runt-CBFb FRET 3.9, Tb hexokinase -2.8, Runt-SMMHC FRET -3.9, Mdm2 ligase inh -16.4, EBV gp42 block -24.4, Hck-Nef inh 1.5, 14-3-3 Bad PPI 2.6, NCF1 inh -11.6 and L929 necroptosis -0.9.
`CC(C)C(C(=O)NCc1ccco1)N(C(=O)CNS(=O)(=O)c1ccc(Cl)cc1)C1CCCC1` (configuration not stated) gave Runt-CBFb FRET -1.5, Tb hexokinase 8.1, Runt-SMMHC FRET 0.3, Mdm2 ligase inh -0.5, EBV gp42 block -16.2, Hck-Nef inh -0.3, 14-3-3 Bad PPI 7.9, NCF1 inh -3.0 and L929 necroptosis 0.0.
CN(C)CC(=O)N1c2ccccc2Sc2ccc(Cl)cc21 was read as Runt-CBFb FRET -0.2, Tb hexokinase -3.3, Runt-SMMHC FRET 0.8, Mdm2 ligase inh -5.0, EBV gp42 block -0.1, Hck-Nef inh 15.9, 14-3-3 Bad PPI -6.2, NCF1 inh -1.6 and L929 necroptosis 3.1.
For O=C(NCc1cccnc1)c1cccc(Cl)c1 the results were Runt-CBFb FRET -1.1, Tb hexokinase -1.5, Runt-SMMHC FRET 0.1, Mdm2 ligase inh -4.5, EBV gp42 block -7.7, Hck-Nef inh 3.2, 14-3-3 Bad PPI 64.3, NCF1 inh -13.4 and L929 necroptosis 0.1.
Screening CC(c1ccccc1)n1cc(C(=O)NCCCn2ccnc2)nn1 (configuration not stated) returned Runt-CBFb FRET 0.7, Tb hexokinase -1.4, Runt-SMMHC FRET -2.5, Mdm2 ligase inh -12.8, EBV gp42 block -25.3, Hck-Nef inh -0.2, 14-3-3 Bad PPI 10.1[fluorescence artefact?], NCF1 inh -2.3 and L929 necroptosis 0.2.
`CC(C(=O)NCCC1=CCCCC1)N1C(=O)c2ccccc2C1=O` (configuration not stated) gave Runt-CBFb FRET -1.8, Tb hexokinase 1.4, Runt-SMMHC FRET -10.0, Mdm2 ligase inh -11.2, EBV gp42 block -25.9, Hck-Nef inh 1.6, 14-3-3 Bad PPI -2.7, NCF1 inh -8.7 and L929 necroptosis 0.4.
Screening CCOC(=O)C1(Cc2cccc(F)c2)CCN(CCCn2cccn2)CC1 returned Runt-CBFb FRET 1.5, Tb hexokinase -5.0, Runt-SMMHC FRET 1.9, Mdm2 ligase inh -2.2, EBV gp42 block -7.6, Hck-Nef inh 20.9, 14-3-3 Bad PPI -3.6, NCF1 inh -10.6 and L929 necroptosis -0.9.
For COc1cccc(CNCc2ccccn2)c1OC the results were Runt-CBFb FRET 0.9, Tb hexokinase 1.1, Runt-SMMHC FRET -1.2, Mdm2 ligase inh -16.4, EBV gp42 block -6.4, Hck-Nef inh 0.8, 14-3-3 Bad PPI 11.3, NCF1 inh -5.7 and L929 necroptosis -0.1.
For Cc1nc(Sc2ccc(Br)cc2)c(C#N)c(C)c1[N+](=O)[O-] the results were Runt-CBFb FRET -1.3, Tb hexokinase -2.8, Runt-SMMHC FRET 0.9, Mdm2 ligase inh -16.0, EBV gp42 block -6.2, Hck-Nef inh -8.3, 14-3-3 Bad PPI -7.4, NCF1 inh -1.3 and L929 necroptosis 0.7.
`Cc1nn(-c2ccccc2)c2c1C(c1ccc(Br)s1)C(C#N)=C(N)O2` (configuration not stated) gave Runt-CBFb FRET 14.2, Tb hexokinase 0.0, Runt-SMMHC FRET 4.7, Mdm2 ligase inh -21.1, EBV gp42 block 8.8, Hck-Nef inh 13.4, 14-3-3 Bad PPI -2.2, NCF1 inh -10.1 and L929 necroptosis 0.3.
Screening O=C(N/N=C/c1ccc([N+](=O)[O-])cc1)c1cc(C2CC2)nc2ccccc12 returned Runt-CBFb FRET 0.3, Tb hexokinase -7.6, Runt-SMMHC FRET -0.5, Mdm2 ligase inh -18.6, EBV gp42 block 2.9, Hck-Nef inh 5.3, 14-3-3 Bad PPI 6.0, NCF1 inh -7.9 and L929 necroptosis 1.6.
Cc1noc(C)c1CSc1nc2cc(S(=O)(=O)N3CCOCC3)ccc2o1 was read as Runt-CBFb FRET 17.3, Tb hexokinase 2.9, Runt-SMMHC FRET 2.7, EBV gp42 block -31.7, Hck-Nef inh -1.0, 14-3-3 Bad PPI 10.2, NCF1 inh -2.9 and L929 necroptosis -0.5.
For COc1cc(C)ccc1OCCOCCOc1cc(C)c(C)cc1Br the results were Runt-CBFb FRET -3.7, Tb hexokinase -7.3, Runt-SMMHC FRET -3.2, EBV gp42 block 2.7, Hck-Nef inh 2.3, 14-3-3 Bad PPI 3.0[fluorescence artefact?], NCF1 inh -11.3 and L929 necroptosis 0.8.
Cn1cccc1CC(=O)N/N=C/c1ccc(C(C)(C)C)cc1 was read as Runt-CBFb FRET 1.1, Tb hexokinase -1.1, Runt-SMMHC FRET 0.9, Mdm2 ligase inh -9.1, EBV gp42 block -11.5, Hck-Nef inh 6.9, 14-3-3 Bad PPI 1.0, NCF1 inh -4.5 and L929 necroptosis 39.2.
Screening Cc1ccc(S(=O)(=O)NCc2ccc(C(=O)N3CCc4ccccc4C3)cc2)cc1 returned Runt-CBFb FRET 0.3, Tb hexokinase 4.5, Runt-SMMHC FRET -1.6, Mdm2 ligase inh -42.8, EBV gp42 block 9.1, Hck-Nef inh -2.1, 14-3-3 Bad PPI 18.1[fluorescence artefact?], NCF1 inh 4.0 and L929 necroptosis 0.2.
For Cc1ccccc1OCC(=O)Nc1cc(S(=O)(=O)N2CCCCC2)ccc1N1CCN(C)CC1 the results were Runt-CBFb FRET -2.1, Tb hexokinase -8.3, Runt-SMMHC FRET -2.9, Mdm2 ligase inh -6.8, EBV gp42 block 3.9, Hck-Nef inh 7.4, 14-3-3 Bad PPI -10.6, NCF1 inh -8.0 and L929 necroptosis -0.3.
`C=CC[n+]1ccn(-c2nc3ccccc3nc2[N-]S(=O)(=O)c2cccs2)c1` gave Runt-CBFb FRET 9.0, Tb hexokinase -12.3, Runt-SMMHC FRET 22.0, Mdm2 ligase inh -16.5, EBV gp42 block -12.1, Hck-Nef inh 29.7, 14-3-3 Bad PPI 7.7, NCF1 inh 0.5 and L929 necroptosis 0.4.
`COc1ccc(OC)c(CNC(=O)c2coc(=O)c3ccccc23)c1` gave Runt-CBFb FRET 0.2, Tb hexokinase -5.2, Runt-SMMHC FRET 2.3, Mdm2 ligase inh -10.1, EBV gp42 block 2.2, Hck-Nef inh -21.4, 14-3-3 Bad PPI -4.4, NCF1 inh 0.8 and L929 necroptosis 1.6.
COC(=O)c1ccc(-n2nnnc2SCC(=O)Nc2ccccc2C(=O)OC)cc1 was read as Runt-CBFb FRET -0.8, Tb hexokinase -2.0, Runt-SMMHC FRET -8.5, Mdm2 ligase inh -12.8, EBV gp42 block -21.4, Hck-Nef inh 1.3, 14-3-3 Bad PPI -12.0, NCF1 inh -9.6 and L929 necroptosis -0.2.
For Cc1[nH]c(=S)[nH]c(=O)c1CCC1OCCO1 the results were Runt-CBFb FRET 4.3, Tb hexokinase -11.5, Runt-SMMHC FRET -6.7, Mdm2 ligase inh -10.9, EBV gp42 block -25.7, Hck-Nef inh -4.7, 14-3-3 Bad PPI 1.2, NCF1 inh 9.1 and L929 necroptosis 0.9.
